Bioassay records from PubChem BioAssay.
GPR151 activ: activates the human receptor GPR151; Q8TDV0; AID 1508602; activation, % at 11.2 µM; PathHunter beta-arrestin GPR151 cells, luminescence; 1% of 650,000 active; in the data active = activation above about 4.9%;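 note: 0% = median of compound wells and 100% = cells with positive control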
Target sequence (Q8TDV0 whole entry, looked up): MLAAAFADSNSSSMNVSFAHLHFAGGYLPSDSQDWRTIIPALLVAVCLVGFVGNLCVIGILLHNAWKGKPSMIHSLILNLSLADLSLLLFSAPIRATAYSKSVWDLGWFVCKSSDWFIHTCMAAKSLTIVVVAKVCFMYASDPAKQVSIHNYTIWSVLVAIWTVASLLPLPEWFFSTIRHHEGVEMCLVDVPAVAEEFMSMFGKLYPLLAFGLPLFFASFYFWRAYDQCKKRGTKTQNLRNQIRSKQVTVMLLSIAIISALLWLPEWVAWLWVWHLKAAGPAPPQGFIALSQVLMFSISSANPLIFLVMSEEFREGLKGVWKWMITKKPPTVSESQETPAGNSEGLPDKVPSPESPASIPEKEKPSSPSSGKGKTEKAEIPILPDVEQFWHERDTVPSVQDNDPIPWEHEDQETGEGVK
TEAD-YAP inh: TEAD-YAP interaction inhibition. HEK-TIYL cells, TEAD-Gal4/YAP UAS-luciferase luminescence. inhibition, % at 9.12 µM. 1.4% of 640,000 active. AID 1259422; in the data active = inhibition above about 32%;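 note: 0% = median of test compound wells and 100% = reference inhibitor wells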
MITF primary: inhibitors of human MITF | O75030 | AlphaScreen MITF homodimerization, bead proximity signal | inhibition, % at 2.6 µM | 0.91% of 650,000 active | AID 1259374; in the data active = inhibition above about 50%;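 note: 0% = vehicle wells with protein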
Target sequence (O75030 whole entry, looked up): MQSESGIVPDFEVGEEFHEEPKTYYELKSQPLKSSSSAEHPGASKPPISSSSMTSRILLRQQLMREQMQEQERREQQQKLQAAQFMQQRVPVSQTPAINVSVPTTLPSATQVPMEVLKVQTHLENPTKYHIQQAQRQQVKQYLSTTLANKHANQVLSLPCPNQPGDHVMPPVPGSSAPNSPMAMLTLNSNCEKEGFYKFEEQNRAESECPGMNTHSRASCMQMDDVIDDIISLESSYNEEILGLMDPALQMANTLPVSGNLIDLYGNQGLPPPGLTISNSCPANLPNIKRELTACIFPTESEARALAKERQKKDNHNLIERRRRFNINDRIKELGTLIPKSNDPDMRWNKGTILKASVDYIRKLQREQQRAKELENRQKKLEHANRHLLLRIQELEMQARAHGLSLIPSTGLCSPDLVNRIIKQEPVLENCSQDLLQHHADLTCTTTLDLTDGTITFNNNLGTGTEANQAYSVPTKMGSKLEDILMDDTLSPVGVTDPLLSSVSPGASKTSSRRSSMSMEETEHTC
FBW7 activator: human FBW7 E3 ligase activation, primary screen | Q969H0 | AlphaScreen FBW7–phospho-cyclin E peptide binding, activator screen | normalized activity (activation), % at 26.1 µM | 0.13% of 650,000 active; in the data active = normalized activity above about 1.9%;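 note: purified mutant Fbw7 with reduced substrate affinity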
Starred values were filed as active, the others as inactive; & = joins results of further samples.

SMILES	GPR151 activ	TEAD-YAP inh	MITF primary	FBW7 activator
COCCN(Cc1cccnc1)C(Cc1ccccc1)C1CCN(C2CCSC2)CC1 (stereo not given)	-0.2	6	-3	0.0
N#Cc1c(-c2ccc(F)cc2)cc(C2CC2)nc1N	-0.6	-17	0	0.0
O=C(Nc1cc(Cl)ccc1C(=O)O)c1cccc(Br)c1	-1.4	-6	-4	0.0
CN(C)c1ccc(/C=C(\C#N)C(=O)NCc2ccccc2)o1	-0.7	-26	2	-0.2
CC1=C(c2ccc(C)cc2)S(=O)(=O)NC1=NC1CCCCC1	-0.7	-85	19	0.6
CCCOC(=O)c1cccc(Nc2c(C(=O)OCC)cnc3ccc(C(=O)OC)cc23)c1	-1.1	-30	-6	-0.1
CC(=O)Nc1ccc(CN2CCOc3ccc(C(C)(O)CN(C)C)cc3C2)cc1 (stereo not given)	0.9	-2	14	0.0
CCOCCCNC(=O)Cn1ncc2c3ccccc3n(Cc3ccc(F)cc3)c2c1=O	1.3	-3	7	0.1
CCOC(=O)N1CCC(Nc2c(N3CCN(c4cccc(Cl)c4)CC3)c(=O)c2=O)CC1	-1.9	0	18	0.6
COc1ccc(Cl)cc1C(=O)Nc1cccc(-c2nc3ncccc3o2)c1	-0.1	-11	-9	0.0
Cc1ccsc1C1CC(=O)NC(SCC(=O)Nc2ccc(Br)cc2)=C1C#N (stereo not given)	0.5	14	-31	-0.1
CCN(CC)S(=O)(=O)c1cc(NC(=O)C(CC(C)C)NC(N)=O)ccc1C (stereo not given)	0.7	-9	7	0.5
COc1ccc(S(=O)(=O)N2CCCCC2C(=O)O)cc1 (stereo not given)	0.0	8	68*	0.0
CCOC(=O)c1cnc2c(C)cc(C)cc2c1Nc1ccc(CC)cc1	2.2	8	11	0.2
Cn1cccc1CC(=O)N/N=C\c1cccc(O)c1	-0.9	-6	6	-0.1

A second format for part of the listing above:
compound | GPR151 activ | TEAD-YAP inh | MITF primary | FBW7 activator
CC1=C(c2ccc(C)cc2)S(=O)(=O)NC1=NC1CCCCC1 | -0.7 | -85 | 19 | 0.6
COc1ccc(S(=O)(=O)N2CCCCC2C(=O)O)cc1 (stereo not given) | 0.0 | 8 | 68* | 0.0

Following part
SMILES	GPR151 activ	TEAD-YAP inh	MITF primary	FBW7 activator
CC(C)CCn1c(SCC(N)=O)nc2c1c(=O)n(C)c(=O)n2C	0.0	0	-2	-0.1
Cc1c(NC(C)c2ccccc2O)c(=O)n(-c2ccccc2)n1C (stereo not given)	1.0	8	8	0.1
O=C(c1cnn2cccnc12)N1CCCC(c2ccnc3ncnn23)C1 (stereo not given)	0.7	-7	4	-0.2
Cc1cccc(OCc2n[nH]c(=S)n2Cc2ccco2)c1	1.1	-28	10	0.0
C=CCN1C(=O)S/C(=C/c2cccn2-c2cccc(C(=O)O)c2)C1=O	-0.1	-39	-6	-0.1
Cc1ccc(NC(=O)C2CC(=O)N(c3ccc4c5c(cccc35)CC4)C2)cc1 (stereo not given)	-0.9	3	19	1.0
CC1CCN(C(=O)C23CCC(C)(C(=O)O2)C3(C)C)CC1 (stereo not given)	0.2	6	-9	-0.1
Oc1ccc(Cl)cc1C1=NNC(c2ccccc2Cl)C1 (stereo not given)	-0.8	-57	11	-0.1
COc1ccc(NC(=S)Nc2cccc(S(=O)(=O)N3CCOCC3)c2)cc1OC	1.5	7	20	0.1
COc1ccc(-c2cc3nc4ccccc4n3c(N)c2C#N)cc1	1.9	-23	0	0.0
O=C(NC(NCc1ccccc1)C(Cl)(Cl)Cl)c1ccc([N+](=O)[O-])cc1 (stereo not given)	0.2	4	13	-0.2
CC(=O)NC1=NC(=O)/C(=C/c2ccc(-c3ccc(Cl)cc3Cl)o2)S1	0.6	6	18	0.0
Cc1ccc(NC(=O)Cn2nnc(-c3nc(-c4ccccc4)no3)c2N)c(C)c1	-0.5	0	5	0.1
O=C(NCCC1=CCCCC1)c1csc(-n2cccc2)n1	-1.9	-4	-4	0.1
O=C(c1ccccc1)C(Nc1ccccn1)c1ccccc1 (stereo not given)	0.6	-7	-1	-0.1
COc1cc(C(=O)Nc2c(C)n(C)n(-c3ccccc3)c2=O)ccc1OCc1ccc(Cl)cc1	1.1	4	38	-0.1
CCc1ccc(C(=O)NC(CC(C)C)C(=O)O)cc1 (stereo not given)	4.6	-6	-1	0.1
CC1(C)Cc2nc3n[nH]c(N)c3cc2CO1	0.2	4	6	0.1
Cc1c(C(=O)N=Nc2c(O)n(CC(=O)O)c3ccccc23)nnn1-c1nonc1N	-0.8	-5	14	-0.1
Cc1ccc(C2=NS(=O)(=O)N(C)C(C(=O)Nc3sc4c(c3C#N)CCC4)=C2)cc1	-0.1	3	-10	0.3
CCOC(=O)Cn1c(=O)oc2cc(S(=O)(=O)NCc3ccccn3)ccc21	-1.6	-2	9	-0.2
CSc1nnc(-c2ccncc2)n1-c1ccccc1	0.0	0	2	0.0
Cc1ccc2nc(C)c(C(=O)NCc3ccco3)n2c1	-1.0	0	-166	-0.5
Cc1ccc(OCC(=O)Nc2ccc3nn(-c4ccc(C)c(C)c4)nc3c2)c(C)c1	-0.4	-18	-4	0.0
CCC(C)NS(=O)(=O)c1ccc(NS(C)(=O)=O)cc1 (stereo not given)	0.2	-13	0	-1.4
Cc1cc(Oc2ccc(OCC(N)=O)nn2)nc(Cl)n1	-0.1	1	1	0.1
COc1cc2c(cc1OC)CN(Cn1cnc3ccccc31)CC2	-1.0	7	9	-0.1
Cc1ccc(S(=O)(=O)NCC(=O)Nc2ccc(F)cc2)cc1	0.3	14	5	-0.1
CC(C)(Oc1ccc(Cl)cc1)C(=O)Oc1ccc(-c2nnco2)cc1	0.3	3	-14	-0.1
CC[C@H](C)[C@@H]1NC(=O)[C@H]2CN(Cc3ccc(Cl)cc3)CCN2C1=O	2.2	11	12	-0.1
O=C(Nc1ccc(S(=O)(=O)N2CCCCCC2)cc1)C(=O)Nc1ccccc1F	-1.2	-6	-2	0.0
COc1ccc(Br)cc1C(=O)Nc1cccc2nsnc12	0.7	8	-1	-0.1
O=C(Nc1ccc(N2CCCCC2)c(Cl)c1)c1sc2ccccc2c1Cl	-0.1	1	-4	-0.1
Clc1ccc(-n2ncc3c(N4CCc5ccccc54)ncnc32)cc1	1.6	-5	4	0.2
COc1ccc(F)c(CN2CCC(n3nccc3NC(=O)C3CCCC3)CC2)c1	0.5	2	-3	-0.1
Cn1c(=O)c2c(nc(N)n2Cc2ccccc2)n(C)c1=O	-0.9	-4	-17	-0.2
O=C1NC2(CCCCC2)C(=O)N1CCOc1ccccc1	-0.4	5	3	-0.1
CC(=O)c1cc(C#N)c(SCc2ccc(Cl)c(Cl)c2)nc1C	-1.3	2	9	-0.1
CCOC(=O)C1=C(C)NC(C)=C(C(=O)OCC)C1c1ccc(OC)c(OC)c1	-0.4	2	-8	-0.1
CC(C)(CO)NC(=O)C1CC(c2ccc(Cl)c(Cl)c2)=NO1 (stereo not given)	2.6	-6	-7	0.1
C=CCc1ccc(OCc2ccc(C(=O)OC)cc2)c(OC)c1	-1.9	-71	18	1.4
CC(=O)NC(C)CCc1ccc(-c2csc(N)n2)cc1 (stereo not given)	-1.8	36*	5	-0.1
CCOC(=O)c1sc(N)c(C(=O)OC)c1C	1.0	-27	1	-0.1
CCC1CCC(C(=O)Nc2ccc(Br)c(C)c2)CC1 (stereo not given)	-0.4	-20	13	0.7
CC1=C(C(=O)OC(C)C)C(c2ccc(F)cc2)C2=C(CC(c3cccs3)CC2=O)N1 (stereo not given)	2.5	29	-4	1.0
Cc1cc(N2CC(C(=O)O)CC2=O)ccc1C(C)C (stereo not given)	3.2	-2	-1	-0.1
CCCn1c(NC(=O)C2CC(=O)N(c3ccccc3OC)C2)nc2ccccc21 (stereo not given)	1.1	-2	-6	0.0
O=C(O)c1ccc2c(c1)C(=O)N(c1ccc(C#C/C=C/c3ccc(N4C(=O)c5ccc(C(=O)O)cc5C4=O)cc3)cc1)C2=O	-1.1	0	3	0.1
CC(C)n1nnnc1C(c1ccc(F)cc1)N1CCN(c2ccccc2)CC1 (stereo not given)	0.3	-1	-1	0.0
O=C(O)CNC(=O)/C(=C/c1ccc2c(c1)OCO2)NC(=O)c1ccccc1Br	-0.1	-4	-40	-0.2
O=C(Nc1ccccc1F)c1ccc2c(c1)S(=O)(=O)c1ccccc1C2=O	-0.5	-3	-12	-0.1
CC(C)(C)C1CC=C2C(C#N)=C(N)C(C#N)(C#N)C(c3ccccc3Cl)C2C1 (stereo not given)	-0.1	-1	-9	0.1
Cc1cc(F)ccc1Nc1c(-c2ccc3c(c2)OCC(=O)N3)c(=O)c1=O	0.6	2	14	0.1
COc1ccccc1C(=O)Nc1ccc2c(c1)C(=O)NC2=O	0.9	7	5	0.0
C/C=C/COC(=O)C1=C(C)NC(=O)NC1c1ccccc1OCCCC (stereo not given)	1.1	2	8	0.0
CCOC(=O)c1sc(NC(=O)c2cc3n(n2)C(C(F)(F)F)CC(c2ccc4c(c2)OCO4)N3)c(C(=O)OCC)c1C (stereo not given)	0.0	-11	-4	0.1
CCCc1c(C)[nH]c2nc3ccccc3n2c1=O	0.8	-10	25	0.6
CS(=O)(=O)Nc1cccc(-c2cnn3ccc(NCc4ccc5c(c4)OCO5)nc23)c1	0.7	3	7	0.0
Brc1ccc(-c2ncc(-c3ccccc3)nn2)cc1	2.0	-24	1	-0.1
CC(=O)CC(O)(c1ccccc1)C(F)(F)F (stereo not given)	-0.6	5	9	-0.1

Additional entries.
SMILES	GPR151 activ	TEAD-YAP inh	MITF primary	FBW7 activator
CC1CCN(C(=S)Nc2ccccc2)CC1	0.3&0.4	-5&0	-4&-4	-0.1&-0.2
O=C1CSC(c2ccc(Cl)cc2Cl)N1C1CCCCC1 (stereo not given)	0.0	-3	21	-0.1
COc1ccc(-c2cc(-c3ccccc3)nc3sc(C(=O)c4ccccc4)c(N)c23)cc1	1.2	9	9	0.0
Cc1ccc(S(=O)(=O)C2CCN(C(=O)Nc3cc(C(F)(F)F)ccc3F)CC2)cc1	0.6	8	7	0.0
N#C/C(=C\c1cc2c(cc1[N+](=O)[O-])OCO2)C(=O)NC1CCCCC1	1.4	-10	-4	-0.2
CCc1cccc(N(C(=O)Nc2ccccc2Cl)C2CCN(C(C)=O)CC2)c1	1.8	-5	0	-0.1
CCOC(=O)C1=C(N)N(c2cccc([N+](=O)[O-])c2)C2=C(C(=O)CC(C)(C)C2)C1c1ccc(C(C)(C)C)s1 (stereo not given)	0.9	0	3	-0.1
CC(C)C(C(=O)Nc1cccc(Cl)c1)N1C(=O)c2ccccc2C1=O (stereo not given)	0.8	-1	-2	-0.1
NS(=O)(=O)c1cccc(NC(=O)CSc2ncc(C(F)(F)F)cc2Cl)c1	4.6	-4	-2	0.0
CCOC(=O)N1CCN(C(=O)c2cn(-c3ccc(C)c(C)c3)c(=O)c3ccccc23)CC1	1.1	7	-1	-0.4
COc1cccc(C(=O)N2CCN=C2SCc2ccc([N+](=O)[O-])cc2)c1OC	-0.8	16	21	0.7
CCCn1cc(CN2CCN(C3CCCCC3)C(CCO)C2)c(C)n1 (stereo not given)	-3.1	1	-4	0.1
O=C(Nc1cc(C(F)(F)F)ccc1F)c1ccc(Br)o1	-2.5	2	10	0.1
CCCOc1cccc(C(=O)Nc2ccc(C(=O)Nc3cccc4ccccc34)cc2)c1	-1.2	10	11	0.0
Cc1nc(N2CCN(CC(=O)N3CCCCC3)CC2)[nH]c(=O)c1C	-1.2	-13	21	0.8
O=C(CSCc1ccc([N+](=O)[O-])cc1)Nc1ccccc1O	0.7	14	21	0.5
CCC(NC(=O)Nc1cc(C)on1)(C(F)(F)F)C(F)(F)F	1.1	-4	7	0.7
CCC(C)(C)C(=O)Nc1cc([N+](=O)[O-])ccc1C	1.2	1	-6	0.1
COc1ccc(NC(=O)c2ccc([N+](=O)[O-])o2)c(OC)c1	1.6	14	3	-0.3
CCOc1ccccc1N1C(=O)NC(=O)/C(=C/c2ccco2)C1=O	1.1	-3	38	-0.5
O=C(O)c1ccccc1C(=O)n1cnc2cc([N+](=O)[O-])ccc21	-0.6	6	13	0.5
O=c1[nH]c2cc(Cl)c(Br)cc2o1	0.1	-11	-34	-0.2
CC1CN(CCC(=O)N2CCN(Cc3ccc(F)cc3)C(=O)C2)Cc2ccccc2O1 (stereo not given)	-1.7	4	-3	-0.1

As a working copy, part of the list above:
SMILES	GPR151 activ	TEAD-YAP inh	MITF primary	FBW7 activator
CCOC(=O)N1CCN(C(=O)c2cn(-c3ccc(C)c(C)c3)c(=O)c3ccccc23)CC1	1.1	7	-1	-0.4
COc1cccc(C(=O)N2CCN=C2SCc2ccc([N+](=O)[O-])cc2)c1OC	-0.8	16	21	0.7
CCCn1cc(CN2CCN(C3CCCCC3)C(CCO)C2)c(C)n1 (stereo not given)	-3.1	1	-4	0.1
O=C(Nc1cc(C(F)(F)F)ccc1F)c1ccc(Br)o1	-2.5	2	10	0.1
CCCOc1cccc(C(=O)Nc2ccc(C(=O)Nc3cccc4ccccc34)cc2)c1	-1.2	10	11	0.0
Cc1nc(N2CCN(CC(=O)N3CCCCC3)CC2)[nH]c(=O)c1C	-1.2	-13	21	0.8
O=C(CSCc1ccc([N+](=O)[O-])cc1)Nc1ccccc1O	0.7	14	21	0.5
CCC(NC(=O)Nc1cc(C)on1)(C(F)(F)F)C(F)(F)F	1.1	-4	7	0.7
CCC(C)(C)C(=O)Nc1cc([N+](=O)[O-])ccc1C	1.2	1	-6	0.1
COc1ccc(NC(=O)c2ccc([N+](=O)[O-])o2)c(OC)c1	1.6	14	3	-0.3
CCOc1ccccc1N1C(=O)NC(=O)/C(=C/c2ccco2)C1=O	1.1	-3	38	-0.5
O=C(O)c1ccccc1C(=O)n1cnc2cc([N+](=O)[O-])ccc21	-0.6	6	13	0.5
O=c1[nH]c2cc(Cl)c(Br)cc2o1	0.1	-11	-34	-0.2
CC1CN(CCC(=O)N2CCN(Cc3ccc(F)cc3)C(=O)C2)Cc2ccccc2O1 (stereo not given)	-1.7	4	-3	-0.1
